Source: PubChem (several laboratories)
RSV CPE inhibition – RSV antiviral activity via CPE protection, HEp-2 cells, primary 10 µM value included (AID 2391); CPE inhibition, % at 10 µM; hits with a dose series show IC50 in µM; actives 0.13% (n = 310,000); HEp-2 cells, RSV-induced CPE inhibition; higher % means a stronger effect; in the data active means a potency from the dose series; inconclusive means CPE inhibition mostly from about 23% at the one dose, without a potency; inactive means the rest, 99 in 100 with CPE inhibition below about 21%; further: strong numbers were not always called active
T cell modulator – modulators of CD8 T cell-vesicle binding, primary screen, mouse 2C CD8+ T cells, flow cytometry; calls only at 7 µM; actives 0.068% (n = 330,000); 2C CD8+ T cell-vesicle binding; hits give low values;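 active means response, share of CD8 T cells binding vesicles, and their 90th percentile fluorescence all below set limits, cut at about 80% in these data, passing the limit was not always enough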
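Benchmarks: naked versus QL9-loaded vesicles / Assay system: purified 2C TCR transgenic mouse naive CD8+ T cells / Technique: high-throughput flow cytometry with anti-B7-1 and anti-CD8 staining / Timing: Cell–vesicle co-incubation 1.5 h at 37 °C, staining 20 min on ice / Read-out: percent CD8+ FL2 mean versus row control / Probe or stimulus: QL9-loaded Drosophila micro-vesicles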
NTR1 agonist – agonists of NTR1, primary screen, imaging, U2OS cells, beta-arrestin-GFP, high content (AID 493036) | Neurotensin receptor type 1 (Homo sapiens), P30989 | NTR1-U2OS beta-arrestin-GFP spot imaging, agonist mode | activation, % at 20 µM | actives 0.17% (n = 330,000);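 active means activation at or above 40% of the spot to cytoplasm intensity ratio, with at least 20 cells analyzed; inconclusive means wells under 20 cells, flagged as cytotoxic or low count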;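 further: 0% = DMSO without peptide and 100% = 100 nM NTR1 peptide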
Target sequence (P30989 whole entry, looked up): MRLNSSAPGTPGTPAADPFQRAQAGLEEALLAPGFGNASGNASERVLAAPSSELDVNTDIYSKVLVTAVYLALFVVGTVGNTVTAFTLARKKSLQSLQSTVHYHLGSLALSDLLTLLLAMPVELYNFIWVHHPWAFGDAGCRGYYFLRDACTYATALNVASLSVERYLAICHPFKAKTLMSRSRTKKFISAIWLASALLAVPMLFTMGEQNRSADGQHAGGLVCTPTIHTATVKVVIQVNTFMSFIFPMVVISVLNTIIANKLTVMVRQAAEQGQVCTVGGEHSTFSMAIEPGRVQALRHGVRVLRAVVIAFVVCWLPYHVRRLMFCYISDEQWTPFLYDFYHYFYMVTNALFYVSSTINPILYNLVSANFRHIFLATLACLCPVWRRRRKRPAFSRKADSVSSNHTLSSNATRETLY
Rac1 GTP hydrolysis – MgcRacGAP GTPase-activating activity inhibitors, confirmation, biochemical, ADP Hunter fluorescence; inhibition, % at 30 µM, or IC50 in µM where a hit was titrated; actives 0.6% (n = 340,000); Rac GTPase-activating protein 1 (Homo sapiens); MgcRacGAP-stimulated Rac1 GTP hydrolysis, ADP Hunter fluorescence; higher % means a stronger effect; GST-tagged Rac1 F28L mutant substrate;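 active means first-screen hits whose inhibition reached a set limit at any dose in the follow-up dose series; inconclusive means inhibition above the set first-screen limit but never retested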;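 further: fluorescence reports GDP produced by GAP-driven GTP hydrolysis; strong numbers were not always called active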
Salmonella PhoP GFP – inhibitors of PhoP regulon expression, primary screen, Salmonella Typhimurium, GFP reporter (AID 1863); actives 0.16% (n = 300,000); S. Typhimurium PhoP-regulated promoter GFP reporter, 4 h; higher % means a stronger effect; one-dose inhibition, % at 50 µM; IC50 in µM for titrated hits;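 active means inhibition over 29.93%, a cutoff 3 SD above the screen mean, later confirmed by dose response; inconclusive means inhibition over 29.93% but no dose response follow-up; inactive means inhibition at most 29.93% or unconfirmed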;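 further: 0% = low Mg2+ inducing control and 100% = high Mg2+ repressing control; strong numbers were not always called active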
Myeloid diff 2 – induction of myeloid progenitor differentiation, primary screen, cell-based, flow cytometry, MLPCN library. ER-HoxA9 myeloid progenitors, lysozyme-GFP differentiation. calls only at 10 µM. actives 1% (n = 360,000);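 active means normalized GFP-positive differentiation at or above the plate's own cutoff, the solvent-only control mean plus 3 SD; inconclusive means no clear call, values can overlap the other calls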;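 further: cells exposed to compound for four days before flow analysis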
TNAP activation fold – human TNAP enzyme activators, primary screen, biochemical, luminescent, no phosphate acceptor, uHTS (AID 1001). Alkaline phosphatase, tissue-nonspecific isozyme (Homo sapiens). purified TNAP, luminescent activation assay, no phosphate acceptor; higher activation fold means a stronger effect. activation fold at 20 µM; hits with a dose series show EC50 in µM. actives 0.03% (n = 200,000); in the data active means activation fold from about 3, or a potency from the dose series; inactive means the rest, 99 in 100 with activation fold below about 1.6; further: many of its hits are not listed in these tables
K1F lysis inhibition – inhibition of K1F phage lysis, E. coli UTI89, bacterial capsule biogenesis inhibitors, alamar blue (AID 488966) | E. coli UTI89 K1F phage lysis, alamar blue, 2 h; higher % means a stronger effect | actives 0.02% (n = 340,000) | inhibition, % at 100 µM, or IC50 in µM where a hit was titrated;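 active means phage lysis inhibition, versus mean bacterial control, above a set limit; inconclusive means no clear call, values can overlap the other calls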;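 further: capsule biogenesis inhibitors block K1F phage lysis so surviving cells raise fluorescence; higher fluorescence means more inhibition of phage lysis; actives were called in the ten point dose series up to 300 µM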
SV40 large T antigen – SV40 large T antigen inhibitors, biochemical (AID 1903) | SV40 large T antigen ATPase/helicase inhibition assay; higher % means a stronger effect | inhibition, % at 20 µM; hits with a dose series show IC50 in µM | actives 0.39% (n = 310,000); in the data active means a potency from the dose series; inconclusive means inhibition mostly from about 32% at the one dose, without a potency; inactive means the rest, 99 in 100 with inhibition below about 32%; further: strong numbers were not always called active
T cell modulator vesicle-bound % – second read-out of T cell modulator, no call of its own (marks repeat the call); double positive events, %; measured here: CD8+ vesicle-bound cell fraction;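 binding gate set so that unloaded-vesicle control wells show 10% double positive cells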
NTR1 agonist cell count 20 µM – second read-out of NTR1 agonist, no call of its own (marks repeat the call); cell count; measured here: cell count, cytotoxicity flag
Myeloid diff 2 GFP+ MAC1+ % – also measured in Myeloid diff 2; calls as there; GFP+ MAC1+ double positive, %; measured here: differentiation confirmed by MAC1 staining
Active calls of the source: *; i = inactive; ? = inconclusive; nt = not tested or not shown; [ ] = another dose, or the depositor's remark.

Below each compound – RSV CPE inhibition	T cell modulator	T cell modulator vesicle-bound %	NTR1 agonist	NTR1 agonist cell count 20 µM	Rac1 GTP hydrolysis	Salmonella PhoP GFP	Myeloid diff 2	Myeloid diff 2 GFP+ MAC1+ %	TNAP activation fold	K1F lysis inhibition	SV40 large T antigen
(1) COc1ccccc1CN(C(=O)CCl)C(C(=O)NC1CCCCC1)c1ccncc1 (stereo not given)
    0.3%	i	50	nt	nt	4%	0%	i	0.7	1.1	0.3%	10%
(2) OCCN(CCO)CC(O)COc1ccc(C23CC4CC(CC(C4)C2)C3)cc1 (stereo not given)
    14%	i	30	nt	nt	7%	-7%	i	1.1	1.5	2.0%[50 µM]	2%
(3) CCCn1c(N)c(C(=O)CN(C)CC(=O)Nc2cc(C)ccc2C)c(=O)[nH]c1=O
    nt	nt	nt	-0.6	54	5%	nt	i	0.9	nt	1.3%[50 µM]	nt
(4) Cc1cccn2c(=O)c3cc(C#N)c(=O)n(Cc4cccnc4)c3nc12
    nt	nt	nt	nt	nt	7%	nt	i	2.3	1.2	0.3%	nt
(5) COc1ccc(C(=O)Nc2nnc(CCS(=O)(=O)c3ccc(C)cc3)s2)cc1
    2.5%	i	29	0.2	52	3%	4%	i	0.4	1.1	-0.3%	14%
(6) O=C(NNS(=O)(=O)c1ccccc1[N+](=O)[O-])c1cccc(Br)c1
    0.6%	i	36	0.5	62	7%	-1%	i	0.4	nt	-0.4%	-1%
(7) CCN(CC)C(=O)[C@H]1CC(CC(=O)NCCCN(C)C)C(=O)N2CCc3c([nH]c4ccccc34)[C@]12C (stereo not given in full)
    nt	i	13	0.7	58	9%	nt	i	0.8	nt	0.3%	nt
(8) O=C(O)c1ccc2c(=O)n3c(nc2c1)/C(=C/c1cccc(Cl)c1Cl)CC3
    15%	i	54	11	90	10%	15%	i	0.3	nt	-0.2%	8%
(9) CCCN(CC(=O)Nc1ccccc1C)C(=O)c1cn2ccccc2n1
    0.6%	i	28	7.0	48	0%	nt	i	1.1	nt	0.8%[50 µM]	nt
(10) COC(=O)c1ccc(COc2ccc(/C=N/NC(=O)C(=O)Nc3ccc(OC)cc3)cc2OC)o1
    nt	i	46	0.8	59	nt	-5%	i	0.3	nt	nt	17%
(11) CC(C)(C)NS(=O)(=O)c1ccc(NS(=O)(=O)c2ccc(F)cc2)cc1
    1.8%	i	42	0.8	41	11%	4%	i	0.6	1.1	0.3%	1%
(12) Cc1ccc([N+](=O)[O-])cc1S(=O)(=O)Nc1cccc(-c2ccc(N3CCCC3)nn2)c1
    62%	i	40	4.8	61	1%	-2%	i	1.3	nt	0.8%[50 µM]	15%
(13) CCn1cc(CN2CCCC(C(=O)c3ccc(-c4ccccc4)cc3)C2)cn1 (stereo not given)
    -1.4%	i	34	0.7	26	nt	5%	i	0.4	1	nt	6%
(14) O=C(NCCN1CCOCC1)c1cc2cc(Br)ccc2oc1=O
    -0.6%	i	39	-1.5	67	7%	2%	i	8.1	0.9	-0.2%	5%
(15) CC(C)Cc1cc(C(=O)N2CCC(N3CCC(C(=O)NC4CC4)CC3)CC2)n[nH]1
    0.1%	i	49	1.4	87	6%	-7%	i	0.3	0.1	4.5%	9%
(16) Clc1cccc(Oc2cnc3ccccc3n2)c1
    1.4%	i	62	4.1	96	5%	3%	i	1.4	1.1	0.6%	-2%
(17) CCOc1ccc2nc(NC(=O)C3CCN(C(=O)c4ccco4)CC3)sc2c1
    1.6%	i	58	1.6	55	7%	10%	i	0.4	nt	0.1%	5%
(18) CCN1C(=O)[C@@H]2[C@H](C1=O)[C@@H]1C(=O)Nc3ccccc3C(=O)N1[C@@H]2c1ccccc1
    1.1%	i	19	-0.7	88	7%	-4%	i	2.0	nt	1.6%	12%
(19) CC(C)(C)C(=O)NC1CC2CCCC(C1)N2C(=O)Nc1ccccc1Cl (stereo not given)
    -0.5%	i	53	0.6	42	7%	6%	i	1.1	nt	0.4%	21%
(20) Cc1cc([N+](=O)[O-])ccc1NCc1ccccc1
    14%	i	40	0.1	38	-2%	-6%	i	9.6	0.9	-0.9%	11%
(21) COc1ccc(C(=O)N[C@H](C(=O)NCCc2ccc3c(c2)OCCO3)C(C)C)cc1
    nt	i	52	-2.1	72	8%	nt	i	0.3	nt	0.3%[50 µM]	nt
(22) CC(C)(C)c1ccc(OCCC(=O)OCC(=O)NC2CC2)cc1
    1.7%	i	18	2.8	63	4%	nt	i	0.6	nt	0.9%[50 µM]	nt
(23) O=C(c1ccc(N2CCOCC2)c([N+](=O)[O-])c1)N1CCCC(C(F)(F)F)C1 (stereo not given)
    -0.1%	i	56	0.3	65	7%	-6%	i	0.5	nt	-0.3%	-1%
(24) Cc1cccc(NC(=O)NCCN2CCCCC2)c1
    0.6%	i	63	0.4	74	10%	-3%	i	0.7	nt	0.5%	4%
(25) COc1ccc(/C=C2\N=C(SC)NC2=O)cc1
    1.1%	i	33	2.7	38	8%	-2%	i	1.2	1	0.2%	25%
(26) CC1=NN(c2ccccc2)C(=O)C1N=Nc1ccc(S(N)(=O)=O)cc1 (stereo not given)
    -0.1%	i	12	1.5	60	nt	1%	i	0.8	nt	1.6%	7%
(27) O=C(Nc1ccc(Cc2ccncc2)cc1)C1CCC(N2C(=O)C3CCCCC3C2=O)CC1 (stereo not given)
    12%	i	58	0.5	79	4%	7%	i	0.2	1.1	-0.2%	3%
(28) Cc1ccc(C(=O)N2CCN(c3ncccn3)CC2)c(C)c1
    6.6%	i	12	1.4	47	7%	1%	i	0.5	nt	0.3%	-14%
(29) COc1ccc(/C=N/N2C(=O)C3C4C=CC(C4)C3C2=O)cc1[N+](=O)[O-] (stereo not given)
    -1.5%	i	47	1.1	60	-4%	5%	i	0.8	1.1	0.5%	4%
(30) COc1ccc(CCNC(=O)CSc2ccc(-c3ccco3)nn2)cc1OC
    4.0%	i	52	-0.5	70	-2%	-1%	nt	nt	1	0.2%	1%

Reprinted from the part before: two entries; new compounds follow.
Below each compound – RSV CPE inhibition	T cell modulator	T cell modulator vesicle-bound %	NTR1 agonist	NTR1 agonist cell count 20 µM	Rac1 GTP hydrolysis	Salmonella PhoP GFP	Myeloid diff 2	Myeloid diff 2 GFP+ MAC1+ %	TNAP activation fold	K1F lysis inhibition	SV40 large T antigen
(29) COc1ccc(/C=N/N2C(=O)C3C4C=CC(C4)C3C2=O)cc1[N+](=O)[O-] (stereo not given)
    -1.5%	i	47	1.1	60	-4%	5%	i	0.8	1.1	0.5%	4%
(30) COc1ccc(CCNC(=O)CSc2ccc(-c3ccco3)nn2)cc1OC
    4.0%	i	52	-0.5	70	-2%	-1%	nt	nt	1	0.2%	1%
(31) Cc1cc(NC(=O)CCC(=O)N(CCC(C)C)C(C(=O)NC2CCCC2)c2cccnc2)no1 (stereo not given)
    -0.3%	i	50	0.9	62	-8%	-12%	i	1.2	0.9	-0.1%	4%
(32) COC(=O)CN(C(=S)Nc1ccc(Cl)cc1)C1CC(=O)N(c2ccc(OC)cc2)C1=O (stereo not given)
    -0.7%	i	34	-0.8	48	-5%	-4%	i	2.3	1.3	1.0%	-5%
(33) Cn1c(CO)cnc1SCC(=O)c1ccc(F)cc1
    1.5%	i	58	-2.1	97	8%	20%	i	1.4	nt	-0.1%	4%
(34) C/C(=N\NC(=O)c1ccncc1)c1cc2ccccc2o1
    1.5%	i	48	-0.5	88	1%	-9%	i	0.1	1.5	0.3%	11%
(35) COc1ccc(N(C(=O)CNC(=O)c2cccs2)C(C(=O)NC2CCCC2)c2ccncc2)cc1 (stereo not given)
    0.6%	i	63	-0.7	43	7%	-1%	i	0.7	nt	0.6%	2%
(36) CCN1CCN(c2ccccc2NC(=O)C(C)Oc2ccc(C(C)=O)cc2)CC1 (stereo not given)
    1.1%	i	31	-3.0	34	6%	nt	i	1.1	nt	1.0%[50 µM]	nt
(37) COc1ccc2[nH]c(O)c(NC(C)=O)c2c1
    0.1%	i	58	0.2	58	12%	6%	i	0.8	1.1	0.9%	-6%
(38) CCc1nn2c(=O)cc(COc3ccc(/C=C4\C(=N)N5N=C(C)SC5=NC4=O)cc3)nc2s1
    1.8%	i	40	0.8	81	-2%	-12%	i	0.1	1.1	0.7%	12%
(39) CCC1(CC)C(=O)NC(=O)NC1=NCCc1ccc(O)cc1
    -0.4%	i	59	-1.1	51	?	28%	i	0.9	1.1	1.6%	?
(40) COCCOC(=O)c1c(C)oc2ccc(NS(=O)(=O)c3ccc(C(=O)O)cc3)cc12
    6.5%	i	50	-0.1	71	11%	2%	i	2.1	0.9	0.0%	9%
(41) CC(=O)NN1C(=O)/C(=C\c2ccc(C)cc2)SC1=S
    0.1%	i	13	1.5	47	10%	-3%	i	2.0	1.1	0.6%	16%
(42) CCN(C(=O)COC(=O)C1=COCCO1)c1c(N)n(Cc2ccccc2)c(=O)[nH]c1=O
    nt	nt	nt	-0.6	65	10%	nt	i	1.4	nt	0.5%[50 µM]	nt
(43) COc1cc(NC(=O)C2CCCCN2)ccc1OCC(C)C (stereo not given)
    -2.2%	i	21	0.3	43	3%	8%	i	0.5	1.1	1.9%	20%
(44) Cc1ccc(-c2nnn(CC(=O)N3CCN(c4ccccc4)CC3)n2)o1
    0.3%	i	7	-0.8	58	8%	-10%	i	12	1.1	0.9%	4%
(45) O=C(Nc1ccc(O)cc1)c1ccc(C(=O)c2ccccc2)o1
    7.7%	i	48	0.5	45	20µM*	-2%	i	1.1	1.1	1.2%	31%
(46) CC1(C)Cc2c(sc3c2c(=N)n(Cc2ccco2)c(=O)n3Cc2ccc(Cl)cc2)CO1
    ?	i	38	2.8	61	2%	-17%	i	1.1	1.1	0.6%	3%
(47) COc1ccc(-c2cc3c(=O)n(CC(=O)NCCCN4CCC(Cc5ccccc5)CC4)ncn3n2)cc1
    7.4%	i	34	2.1	53	9%	13%	i	4.5	nt	2.7%	13%
